From PubChem BioAssay
S-ASM inh: human S-ASM enzyme inhibition; AID 504937; placental ASM, HMU-PC fluorogenic substrate, 60 min; P17405; Potency, µM (series often up to 57.5 µM), for inactives: at the top dose activity change, negative = inhibition, usual class: inhibitors; actives 0.006% (n = 340,000); further: potency means the concentration at half of the fitted maximal effect
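Fluorescence read-out (Ex 386 nm, Em 447 nm) after stopping the reaction at pH 10. Enzyme: ASM from human placenta; substrate HMU-PC0, 9 uM final; 60 min, 37 °C. Compound preincubation 10 min, ambient temperature.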
B2AR arrestin: agonists driving beta-arrestin recruitment to human beta2-adrenergic receptor | P07550 | beta-arrestin recruitment to beta2AR, cell-based reporter | Potency, µM (doses to about 46.1 µM), for the others: at the highest dose activation, most hits filed as activators | actives 0.02% (n = 330,000) | AID 492947;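 further: potency means the concentration at half of the fitted maximal effect; 0% = DMSO controls and full agonism = EC100 isoproterenol or metaproterenol; nearly all actives have a fitted effect of over 65% in size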
Target sequence (P07550 whole entry, looked up): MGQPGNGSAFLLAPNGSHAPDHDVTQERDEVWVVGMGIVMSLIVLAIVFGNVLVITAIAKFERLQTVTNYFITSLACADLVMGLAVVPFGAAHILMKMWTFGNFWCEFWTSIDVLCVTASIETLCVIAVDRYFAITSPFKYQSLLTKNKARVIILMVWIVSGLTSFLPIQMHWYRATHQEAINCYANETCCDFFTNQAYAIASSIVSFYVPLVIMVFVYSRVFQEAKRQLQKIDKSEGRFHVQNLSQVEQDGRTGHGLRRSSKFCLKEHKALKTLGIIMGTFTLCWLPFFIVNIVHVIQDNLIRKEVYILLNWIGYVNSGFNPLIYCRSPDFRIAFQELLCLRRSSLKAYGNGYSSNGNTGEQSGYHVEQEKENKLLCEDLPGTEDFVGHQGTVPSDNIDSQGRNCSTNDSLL
Eya2 phos inh: inhibitors of human Eya2 phosphatase activity. recombinant Eya2, OMFP fluorescence dephosphorylation (OMFP is methylfluorescein phosphate). Potency, µM (titrated, usually from 76.9 µM), inactives show at the top dose activity, negative = inhibition, hits mostly inhibitors. actives 0.006% (n = 330,000). AID 488837; further: potency means the concentration at half of the fitted maximal effect; on the % scale 0 is the no-effect control and ±100 the full control effect
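Eya2 (0.2 uM) preincubated 10 min at ambient with compound, then OMFP substrate added at 50 uM; 10 min reaction in 50 mM HEPES pH 7.5, 50 mM NaCl, 5 uM MgCl2, 0.05% BSA, 1 mM DTT. Fluorescence read at Ex 485/Em 525 nm.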
TRPV1 agonist: activates the human vanilloid receptor TRPV1 | TRPV1-expressing cells, Fluo-8 calcium influx, agonist mode | activation, % at 8.33 µM | actives 0.19% (n = 320,000); in the data active means activation above about 80%; inconclusive means between about 30% and that limit; further: 0% is about no effect
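TRPV1-expressing cells were cultured overnight at 35.5C and loaded with Fluo-8 calcium dye for 40 to 90 min at room temperature. After a 10 s baseline, compound was added and calcium influx was read kinetically for 3 min (ex 480/em 520 nm).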
PTAP TSG101 blk: blocks PTAP/TSG101 interaction to inhibit HIV-1 budding. 340,000 tested, under 10 active. Fluorescence polarization, FITC-PTAP peptide / Tsg101 binding. Potency, µM (series often up to 115 µM), inactives show at the highest dose activity change, negative = inhibition, most hits filed as inhibitors. AID 493005; active means well fitted inhibition curve with a large enough effect in the main read-out, with a control signal flat, not every such curve was filed as active; inconclusive means small, poorly fitted or top-dose-only effect, or effect the other way, or a change in a side signal; inactive means no such curve, though single readings can be large or run the other way; further: potency means the concentration at half of the fitted maximal effect; % of control where 0% means no effect
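Steps: Tsg101 binding domain dispensed (10 uM final), compounds pinned in DMSO, FITC-labeled PTAP-motif peptide added (50 nM final); after 20 min binding at room temperature, polarization measured.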
BRCA1 expr up: BRCA1 expression activation. actives 1.1% (n = 380,000). MCF7-BRCA1-FFLuc reporter, luminescence, 48 h; response scale: scaled: vehicle 0%, 10 µM genistein 100%. Potency, µM (highest dose often 46.1 µM), without a hit: at the top dose activation, usual class: activators; further: potency means the concentration at half of the fitted maximal effect; nearly all actives have a fitted effect of over 80% in size; some results filed as inactive show a strong effect at the top dose
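Cells: MCF7-BRCA1-FFLuc, 2000/well. Exposure: 48 h, 37 °C, 5% CO2. Read: luminescence, 15 min post-substrate. Controls: genistein 10 microM (maximal activation), DMSO (neutral).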
a7 integrin act: integrin-mediated muscular dystrophy alleviation activation. AID 624291. actives 0.064% (n = 350,000). Potency, µM (doses to about 38.3 µM), without a hit: at the highest dose activation, usual class: activators. alpha7betagal myoblasts, beta-gal FDG fluorescence, 48 h;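 further: potency means the concentration at half of the fitted maximal effect; 100% = response of the positive control SU9516; nearly all actives have a fitted effect of over 60% in size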
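alpha7betagal+/- myoblasts (passage 13, 250/well) treated 48 h at 37C with compounds at 1:260 dilution of DMSO stock. Lysed, then beta-galactosidase activity read as FDG fluorescence (ex 480/em 540) after 30 min, with pre-read for autofluorescence.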
p53 reactivator: restores transcriptional activity of mutant p53; H1299 p53-A138V BP100-luciferase reporter, luminescence, 24 h; Potency, µM (top dose mostly 92.2 µM), without a hit: at the top dose activity change, positive = activation, actives largely listed as activators; actives 0.063% (n = 320,000); AID 504706; further: potency means the concentration at half of the fitted maximal effect; % of control where 0% means no effect; nearly all actives have a fitted effect of over 45% in size
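p53-null H1299 cells stably carrying temperature-sensitive p53-A138V and a BP100-luciferase reporter were pinned with compounds (4-point, 1:5 series) and held 24 hrs at 37 deg C. Luminescence was read 10 min after detection reagent.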
uPA generation: cell surface uPA generation inhibition | cell surface uPA generation assay, qHTS | actives 0.31% (n = 330,000) | AID 540303 | Potency, µM (highest dose often 38.3 µM), for inactives: at the highest dose activity change, negative = inhibition, usual class: inhibitors; active means well fitted inhibition curve with a large enough effect; inconclusive means small, poorly fitted or top-dose-only effect; inactive means no such curve, though single readings can be large or run the other way; tested in mouse RAW 264.7 cells; further: potency means the concentration at half of the fitted maximal effect; on the % scale 0 is the no-effect control and ±100 the full control effect; nearly all actives have a fitted effect of over 55% in size
USP2a block: inhibitors of human ubiquitin-specific protease USP2a; O75604; USP2 core, Ub-CHOP2 coupled fluorogenic reporter, 485/531; Potency, µM (series often up to 38.3 µM), inactives show at the highest dose activity change, negative = inhibition, usual class: inhibitors; actives 0.01% (n = 330,000); AID 463254;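 further: potency means the concentration at half of the fitted maximal effect; plate controls were DMSO wells for no effect and full inhibition by NEM control for full effect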
Target sequence (O75604 whole entry, looked up): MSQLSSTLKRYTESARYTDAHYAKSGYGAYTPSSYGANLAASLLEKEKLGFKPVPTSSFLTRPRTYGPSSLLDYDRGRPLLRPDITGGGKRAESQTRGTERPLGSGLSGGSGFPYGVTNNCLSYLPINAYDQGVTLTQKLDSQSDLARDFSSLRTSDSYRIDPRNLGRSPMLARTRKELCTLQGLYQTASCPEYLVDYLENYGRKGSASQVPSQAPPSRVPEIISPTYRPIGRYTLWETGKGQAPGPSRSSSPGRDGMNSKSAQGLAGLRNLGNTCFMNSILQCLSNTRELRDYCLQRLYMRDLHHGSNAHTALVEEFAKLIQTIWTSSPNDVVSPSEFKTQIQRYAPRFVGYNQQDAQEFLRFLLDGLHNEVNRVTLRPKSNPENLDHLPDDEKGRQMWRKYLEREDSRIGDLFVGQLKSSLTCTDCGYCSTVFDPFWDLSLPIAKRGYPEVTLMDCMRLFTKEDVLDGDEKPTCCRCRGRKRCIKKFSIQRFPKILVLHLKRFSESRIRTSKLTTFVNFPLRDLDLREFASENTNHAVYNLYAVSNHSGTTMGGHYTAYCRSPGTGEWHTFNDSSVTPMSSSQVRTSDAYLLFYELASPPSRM
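Cell-free coupled assay: 10nM USP2 core preincubated 30min RT with compound in Tris-HCl pH 8.0/CaCl2/CHAPS buffer, then 25nM Ub-CHOP2 and 25nM reporter substrate; fluorescence (Ex 485/Em 531) read after 60min RT, normalized to NEM inhibition, concentration-response curves fitted.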
ELG1 genotoxic: genotoxicity induction in ELG1-luciferase HEK293T cells. HEK293T ELG1-luciferase reporter, luminescence, 16 h. Potency, µM (highest dose often 46 µM), for inactives: at the top dose activity change, positive = activation, most hits filed as activators. actives 1.3% (n = 330,000); further: potency means the concentration at half of the fitted maximal effect; % of control where 0% means no effect; nearly all actives have a fitted effect of over 60% in size
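Genotoxicity was scored as increased ELG1-luciferase reporter signal, measured by ONE-Glo luminescence (30 min, room temperature). Compound or vehicle exposure of the HEK293T reporter cells lasted 16 hr at 37°C.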
Active calls of the source: *; ? = inconclusive; / = no result given; [ ] = dose if it differs, or a comment. Unless noted, the call rests on the fitted dose curve; in most records, active means well fitted curve in the direction sought with a large enough effect; inconclusive means small, poorly fitted or top-dose-only effect, or another doubt; inactive means no such curve, though single readings can be large; an effect the other way counts as inactive or inconclusive. This is a random part of the collection; overall some 2.6% were active at least once.

entry	Molecule	S-ASM inh	B2AR arrestin	Eya2 phos inh	TRPV1 agonist	PTAP TSG101 blk	BRCA1 expr up
1	CCc1ccccc1NC(=O)CN(C)C(=O)CSc1nnc(Nc2cccc(C)c2)s1	0%	-1.5%	3%	4	-3%	-8%
2	NC(=O)c1ccc(Oc2ccc3ccc(=O)oc3c2)c([N+](=O)[O-])c1	160%[activator]	0.0%	1%	2	-1%	-46%
3	CCNC(=S)NNC(=O)c1cc(-c2ccc(OC)cc2)nc2ccccc12	32%[activator]	-1.4%	10%	19	-1%	89%
4	COc1ccc(CCNS(=O)(=O)c2ccc3c(c2)OCCO3)cc1	-1%	-0.3%	-12%	2	-6%	8%
5	C=C1CCN([C@@H](Cc2ccccc2)C(=O)NC2CCN(Cc3ccccc3)CC2)S(=O)(=O)c2ccccc21	-3%	/	/	/	-4%	-23%
6	O=C(OCn1nnc2ccccc2c1=O)c1ccc2ccccc2n1	-1%	-0.5%	13%	0	0%	-3%
7	O=C(CSc1nnc(-c2csc3c2CCCC3)o1)Nc1ccccc1	0%	0.2%	-1%	-2	-4%	0%
8	COc1ccc(S(=O)(=O)N2CCCOC2CNC(=O)C(=O)NCCc2ccco2)cc1C (stereo not drawn)	5%	-1.0%	2%	0	-3%	-34%
9	CCOC(=O)Nc1ccc2c(CNC(C)c3ccccc3OC)cc(=O)oc2c1 (stereo not drawn)	-4%	0.1%	-6%	-1	1%	-26%
10	O=[N+]([O-])c1ccccc1S(=O)(=O)Oc1ccccc1/C=N/n1cnnc1	0%	13%	6%	0	1%	-28%
11	Cc1nnc(SCC(=O)N2CCc3ccccc32)n1-c1ccccc1	5%	/	/	7	-6%	-12%
12	CC(Cc1cccs1)NC(=O)Nc1cccc(Cl)c1 (stereo not drawn)	-1%	0.0%	-8%	-4	-4%	26%

entry	a7 integrin act	p53 reactivator	uPA generation	USP2a block	ELG1 genotoxic
1	1%	-1%	-1%	2%	-1%
2	-13%	-3%	4%	1%	1%
3	-6%	?	-14%	1%	?
4	3%	7%	2%	3%	-2%
5	18%	/	1%	/	/
6	-22%	-4%	2%	4%	-1%
7	-24%	?	?	1%	0.58µM*
8	0%	-38%[inhibitor]	-20%	-3%	-3%
9	-25%	-11%	-4%	-1%	-34%[inhibitor]
10	9%	5%	-7%	-2%	-4%
11	-9%	/	2%	/	/
12	-32%	14%	-1%	-9%	4%

The results go on.
entry	Molecule	S-ASM inh	B2AR arrestin	Eya2 phos inh	TRPV1 agonist	PTAP TSG101 blk	BRCA1 expr up
13	COc1cc(C2NCCc3c2[nH]c2ccccc32)ccc1OC(C)C (stereo not drawn)	/	-0.5%	-22%	5	/	/
14	O=C1C2C3C=CC(C4CC34)C2C(=O)N1c1ccc2c(c1)OCO2 (stereo not drawn)	5%	-0.9%	11%	1	2%	4%
15	CC(C)(C)c1ccccc1NC(=O)c1cccnc1	1%	0.1%	11%	5	-7%	0%
16	CC(/C=C/c1ccc2c(c1)OCO2)=N/NC(=O)c1ccc(C)nc1	1%	-0.8%	-1%	3	-3%	-62%
17	CC(=O)N1CCN(C(=S)c2cccc([N+](=O)[O-])c2)CC1	-4%	-0.6%	-1%	-2	1%	28%
18	Cc1[nH]c2ccc(C(=O)OC(C)C(=O)N(C)c3ccccc3)cc2c1C (stereo not drawn)	-2%	-0.5%	-10%	8	-1%	-61%
19	CCCCc1ccc(NC(=O)CSc2nnc(C)c(=O)n2N)cc1	-3%	-0.8%	-3%	-6	-8%	10%
20	COc1ccc(CNC(=O)NS(=O)(=O)c2ccc(C)cc2)cc1	5%	/	/	/	-5%	7%
21	CN(Cc1ccccc1)S(=O)(=O)c1ccc2c(c1)OCCO2	0%	0.0%	4%	23	-4%	13%
22	Cc1cc(C)c(C(=O)Nc2ccc(S(=O)(=O)Nc3onc(C)c3C)cc2)c(C)c1	7%	-0.6%	-11%	-2	-2%	-6%
23	Cc1ccc(C(=O)NC(=S)NCC2CCCO2)cc1Br (stereo not drawn)	-2%	1.7%	-4%	10	-2%	63%
24	COC(=O)CCN(C(=O)c1ccc(C)c([N+](=O)[O-])c1)c1ccccn1	6%	0.2%	1%	-4	-4%	-3%

entry	a7 integrin act	p53 reactivator	uPA generation	USP2a block	ELG1 genotoxic
13	/	4%	/	3%	-6%
14	12%	3%	1%	1%	0%
15	17%	-16%	/	0%	-5%
16	-18%	10%	-8%	1%	0%
17	-5%	1%	-1%	-1%	-3%
18	13%	-3%	5%	4%	-10%
19	-10%	2%	-13%	3%	1%
20	6%	/	22%	/	/
21	19%	-6%	0%	-2%	-8%
22	0%	3%	0%	1%	-14%
23	-5%	?	-12%	4%	16%
24	0%	7%	4%	2%	-1%

Fetched one by one from the list above:
entry	Molecule	S-ASM inh	B2AR arrestin	Eya2 phos inh	TRPV1 agonist	PTAP TSG101 blk	BRCA1 expr up
16	CC(/C=C/c1ccc2c(c1)OCO2)=N/NC(=O)c1ccc(C)nc1	1%	-0.8%	-1%	3	-3%	-62%
19	CCCCc1ccc(NC(=O)CSc2nnc(C)c(=O)n2N)cc1	-3%	-0.8%	-3%	-6	-8%	10%
21	CN(Cc1ccccc1)S(=O)(=O)c1ccc2c(c1)OCCO2	0%	0.0%	4%	23	-4%	13%

entry	a7 integrin act	p53 reactivator	uPA generation	USP2a block	ELG1 genotoxic
16	-18%	10%	-8%	1%	0%
19	-10%	2%	-13%	3%	1%
21	19%	-6%	0%	-2%	-8%

Later entries:
entry	Molecule	S-ASM inh	B2AR arrestin	Eya2 phos inh	TRPV1 agonist	PTAP TSG101 blk	BRCA1 expr up
25	CCS(=O)(=O)c1ccc2oc(SCC(=O)N3c4ccccc4CC3C)nc2c1 (stereo not drawn)	-4%	-0.1%	6%	2	-4%	-64%
26	COCCN(Cc1cc2cc3c(cc2nc1Cl)OCO3)C(=O)c1cccc(C)c1	1%	-0.7%	-5%	24	-5%	-31%
27	COc1ccc(CCNC(=O)CNC(=O)c2ccc(Br)o2)cc1OC	3%	0.2%	-15%	1	3%	3%
28	S=c1[nH]nc(-c2ccc(Br)cc2)n1-c1ccc2c(c1)OCCO2	1%	-0.4%	7%	18	-8%	-1%
29	COc1ccc(NC(=O)C2CCCN(S(=O)(=O)c3ccc(Cl)cc3)C2)cc1OC (stereo not drawn)	-6%	-0.2%	-6%	11	-8%	-34%
30	CC(OC(=O)C1CC1)C(=O)Nc1cccc(S(=O)(=O)N2CCOCC2)c1 (stereo not drawn)	7%	-0.4%	1%	/	3%	-9%
31	CCOC(=O)c1ccc(-n2c(-c3ccco3)nc3ccccc3c2=O)cc1	-9%	0.0%	1%	19	-7%	-1%
32	CCn1cc(C(=O)NCc2ccco2)c(=O)c2cc(S(=O)(=O)N3CCc4ccccc4C3)ccc21	-8%	0.1%	9%	2	0%	-40%
33	CCCn1c(SCC(=O)NCC2CCCO2)nc2c1c(=O)n(C)c(=O)n2C (stereo not drawn)	1%	0.3%	1%	-1	-2%	-2%
34	c1ccc(SCCN2CCN(c3ccccc3)CC2)cc1	0%	-0.9%	4%	6	-1%	109%
35	O=C(CN1CCN(c2ccccn2)CC1)Nc1nc2ccccc2s1	3%	-0.2%	-19%	0	-5%	72%
36	CC(=O)Nc1ccc(S(=O)(=O)NCCc2ccccc2)cc1	-3%	0.0%	0%	-2	-11%	0%
37	Cc1[nH]n(-c2ccccc2)c(=S)c1C=NCCCN=Cc1c(C)[nH]n(-c2ccccc2)c1=S	0%	4.3%	-15%	5	-4%	-8%
38	Cc1cccc(-n2c(=S)[nH]c3nc4c(cc3c2=O)COC(C)(C)C4)c1	9%	-1.0%	11%	-1	-10%	7%
39	COc1ccc(S(=O)(=O)Nc2ccccn2)cc1C	11%	-0.5%	5%	-2	-3%	0%

entry	a7 integrin act	p53 reactivator	uPA generation	USP2a block	ELG1 genotoxic
25	-55%[inhibitor]	-8%	1%	-2%	-12%
26	4%	-3%	-3%	0%	-8%
27	14%	7%	0%	-1%	2%
28	19%	1%	-2%	0%	12%
29	-7%	1%	-3%	1%	-4%
30	3%	-9%	-2%	4%	3%
31	4%	12%	0%	3%	-12%
32	4%	10%	-9%	1%	-5%
33	2%	7%	-4%	-1%	-4%
34	?	21%	8%	3%	4%
35	?	/	5%	0%	-2%
36	-3%[7.66 µM]	-13%	/	2%	-4%
37	-39%	3%	-14%	-1%	?
38	14%	0%	0%	2%	14%
39	34%	2%	4%	0%	0%
